High-throughput results deposited in PubChem by National Center for Advancing Translational Sciences (NCATS).
DRD3 antagonist: blocks the human D3 dopamine receptor | P35462 | D3R cells, DiscoveRx beta-arrestin luminescence, antagonist mode; stronger effect = lower value | max response, negative = inhibition, % | 2.5% of 360,000 active | AID 652054; in the data active = max response below about -50%; inconclusive = no clear call, values can overlap the other calls; note: % is set by controls: 0 for no effect and ±100 for the full control effect; mostly tested at two doses, the higher about 12 µM
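Cells plated overnight at 1500 cells/well, then exposed to library compounds with dopamine controls for 90 minutes at 37 degrees C. DiscoveRx reagent added for 30–60 minutes at room temperature; luminescence read, quantitative HTS format.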
WRN inhibitor: inhibitors of human WRN helicase | AID 651768 | WRN helicase unwinding, fluorescent forked duplex, kinetic | 0.46% of 360,000 active | Q14191 | Potency, µM (highest dose often 114 µM), for the others: top-dose activity change, negative = inhibition, usual class: inhibitors; note: potency is the fitted concentration of half-maximal effect; % is set by controls: 0 for no effect and ±100 for the full control effect; nearly all actives have a fitted effect of over 55% in size
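Kinetic red-fluorescence monitoring (525/598 nm) tracks WRN helicase activity after 100 nM fluorophore-quencher forked duplex and 2 mM ATP are added to 20 nM enzyme pretreated 15 min at room temperature with compound.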
GLP-1R agonist: agonists of human GLP-1 receptor; HEK293 GLP-1R CRE-luciferase, luminescence, 4-6 h; cells express a hypersensitive GLP-1R form; Potency, µM (top dose mostly 45.6 µM), for inactives: at the highest dose activation, usual class: activators; 0.007% of 380,000 active; AID 624172; note: potency is the fitted concentration of half-maximal effect; % of control where 0% means no effect
PI5P4K alpha inh: inhibitors of human PI5P4K alpha. AID 652105. 1.2% of 330,000 active. P48426. max response, %. PI5P4Kalpha enzyme, ADP-Glo luminescence, 60 min; stronger effect = lower value; active = max response of -50% or lower; inconclusive = between -30% and -50%; inactive = -30% or higher; note: value at the top dose of about 77 µM; % is set by controls: 0 for no effect and ±100 for the full control effect
Target sequence (P48426 whole entry, looked up): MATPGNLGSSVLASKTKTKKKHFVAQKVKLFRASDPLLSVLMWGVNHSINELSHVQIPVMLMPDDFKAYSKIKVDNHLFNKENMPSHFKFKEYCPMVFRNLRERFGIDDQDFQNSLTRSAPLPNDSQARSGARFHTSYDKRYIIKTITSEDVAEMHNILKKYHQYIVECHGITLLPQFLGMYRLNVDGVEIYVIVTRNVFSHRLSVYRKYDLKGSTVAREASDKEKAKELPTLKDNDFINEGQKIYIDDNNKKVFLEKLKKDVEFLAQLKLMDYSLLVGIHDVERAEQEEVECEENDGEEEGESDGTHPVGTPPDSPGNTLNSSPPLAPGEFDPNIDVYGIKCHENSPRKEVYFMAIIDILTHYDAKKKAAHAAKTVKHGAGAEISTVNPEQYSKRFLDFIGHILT
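Enzyme plus substrate dispensed, test compounds pinned in, then ATP (5 microM final) added. After 60 min at RT, ADP-Glo reagent 1 for 45 min and reagent 2 for 30 min preceded luminescence imaging.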
HEK293 tox: cytotoxicity in counter-screen for GLP-1R inverse agonists. HEK293 cAMP-luciferase reporter cells, luminescence, 24 h. Potency, µM (doses to about 38.3 µM), for inactives: top-dose activity change, negative = inhibition, usual class: inhibitors. 0.13% of 410,000 active;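 note: loss of luciferase light is scored as toxicity; potency is the fitted concentration of half-maximal effect; % is set by controls: 0 for no effect and ±100 for the full control effect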
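To flag toxic compounds, the library was rerun on cells for 24 hr at 37 deg C and 5% CO2. Viability-linked luminescence was captured 12 min after adding luciferase detection reagent.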
D3 ag: D3 dopamine receptor (human) agonism; P35462; D3R DiscoveRx beta-arrestin cells, luminescence, 90 min; max activation, %; 0.58% of 410,000 active; AID 652048; in the data active = max activation above about 30%; note: 0% is about no effect; mostly tested at two doses, the higher about 12 µM
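Agonist mode: compounds and dopamine controls were applied to plated cells for 90 min at 37 degrees C after an overnight attachment at 1500 cells/well. Luminescent read-out followed 30 - 60 minutes at room temperature with DiscoveRx detection reagent.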
GLP1R inv ag: acts as inverse agonist at human GLP-1 receptor. Potency, µM (doses to about 38.3 µM), without a hit: at the top dose activity change, negative = inhibition, usual class: inhibitors. P43220. HEK293 GLP-1R CRE-luciferase, luminescence, 24 h; GLP-1R form is constitutively active. 1.6% of 410,000 active; note: potency is the fitted concentration of half-maximal effect; % is set by controls: 0 for no effect and ±100 for the full control effect; nearly all actives have a fitted effect of over 55% in size
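Inverse agonists were sought by their lowering of basal cAMP reporter luciferase output in HEK293 cells stably carrying constitutively active human GLP-1R, after 24 h compound treatment.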
PLK1 PBD inh: blocks phosphopeptide binding to human PLK1 polo-box domain; P53350; Plk1 PBD binding of FITC phosphopeptide, fluorescence polarization; Potency, µM, for inactives: max response, negative = inhibition, usual class: inhibitors; 2.8% of 360,000 active; AID 720504; note: potency is the fitted concentration of half-maximal effect; series mostly up to about 57 µM; % is set by controls: 0 for no effect and ±100 for the full control effect; nearly all actives have a fitted effect of over 65% in size
Target sequence (P53350 whole entry, looked up, the tested form may be a part): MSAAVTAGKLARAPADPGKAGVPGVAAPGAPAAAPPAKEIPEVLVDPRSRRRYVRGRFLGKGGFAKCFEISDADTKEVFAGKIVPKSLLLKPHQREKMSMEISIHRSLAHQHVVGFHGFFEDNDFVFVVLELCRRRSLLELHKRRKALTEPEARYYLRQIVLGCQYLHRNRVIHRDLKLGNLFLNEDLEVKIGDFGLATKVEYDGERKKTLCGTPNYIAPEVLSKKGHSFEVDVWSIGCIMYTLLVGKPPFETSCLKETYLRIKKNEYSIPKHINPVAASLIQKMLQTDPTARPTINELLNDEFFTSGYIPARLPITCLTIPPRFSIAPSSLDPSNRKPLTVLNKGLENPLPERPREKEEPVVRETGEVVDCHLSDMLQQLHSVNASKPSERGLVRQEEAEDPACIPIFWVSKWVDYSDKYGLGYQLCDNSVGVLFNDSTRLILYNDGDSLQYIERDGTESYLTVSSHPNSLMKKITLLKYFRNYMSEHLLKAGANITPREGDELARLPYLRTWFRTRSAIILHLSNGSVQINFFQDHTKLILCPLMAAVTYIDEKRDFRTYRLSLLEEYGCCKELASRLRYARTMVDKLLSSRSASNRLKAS
IL2 activator: activates IL-2 in a cell-based reporter assay | IL-2 activation reporter assay, cell-based qHTS; stimulated with anti-CD3/CD4/CD28 beads; in transgenic mouse T cells | 0.065% of 360,000 active | activation, % (series mostly up to about 46 µM) | AID 652025; in the data active = activation above about 50%; inconclusive = mostly about 30% to 49%; note: 0% is about no effect
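Readout: EGFP and DsRed signals by fluorescent plate cytometry. Unstimulated transgenic mouse T cells received compound 60 min before antibody-bead stimulation, then incubated 18 h at 37 degrees C.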
Active calls of the source: *; ? = inconclusive; · = not tested or not shown; [ ] = another dose, or the depositor's remark. Unless noted, calls come from the whole dose curve; as a rule, active = well fitted curve in the direction sought with a large enough effect; inconclusive = small, poorly fitted or top-dose-only effect, or another doubt; inactive = no such curve, though single readings can be large; an effect the other way counts as inactive or inconclusive.

No. | Compound | D3 ag | HEK293 tox | DRD3 antagonist | GLP1R inv ag | IL2 activator | PLK1 PBD inh | GLP-1R agonist | WRN inhibitor | PI5P4K alpha inh
1 | O=c1c2c([nH]c3ccccc13)CCCCC2 | 4 | -4% | 63 | -6% | 0.5 | 1% | 1% | 8% | 7
2 | O=c1c2ccccc2[nH]c2ccccc12 | 11 | 185%[activator] | -23 | 11% | -0.4 | -9% | 8% | -8% | -7
3 | Cc1ccnc(NC(=O)c2ccccc2NC(=O)c2ccccc2)c1 | 13 | 8% | 10 | 37%[activator] | -0.6 | 4% | 2% | 2% | -3
4 | COCCCNC(=S)N(CCCN(C)C)Cc1cc2cc3c(cc2[nH]c1=O)OCCO3 | 7 | 6% | 24 | 1% | -0.6 | -3% | 8% | 2% | 10
5 | CCOC(=O)NC(=O)C(=CNc1ccccc1C)C(=O)NC(=O)OCC | -2 | -4% | 5 | 0% | -2.4 | -8% | 12% | 5% | 4
6 | O=C(NN=C1CCCC1)NC1CCCCC1 | 0 | 10% | ? | 3% | -3.2 | -4% | 0% | 1% | 3
7 | COc1ccc(C(=O)NN(C)c2nc(C(F)(F)F)nc3ccccc23)cc1 | 3 | -19% | 3 | -68% | -3.5 | -1% | 4% | 1% | 9
8 | O=C(O)c1ccc(N2CCCS2(=O)=O)cc1 | 2 | -4% | -6 | -1% | -0.2 | -7% | -1% | -25% | -10
9 | Cc1ccc(CNC(=O)Nc2cccs2)cc1 | 0 | 3% | -20 | ? | -0.3 | -10% | -2% | -6% | -16
10 | CC1=C(C)C(C)=C(C#N)C(=C(C#N)C#N)N1 | -6 | 3% | -10 | -10% | 0.7 | -9% | 1% | -11% | 0

Complete entries as entered above.
`O=C(O)c1ccc(N2CCCS2(=O)=O)cc1` in the list: D3 ag: 2; HEK293 tox: -4%; DRD3 antagonist: -6; GLP1R inv ag: -1%; IL2 activator: -0.2; PLK1 PBD inh: -7%; GLP-1R agonist: -1%; WRN inhibitor: -25%; PI5P4K alpha inh: -10
`Cc1ccc(CNC(=O)Nc2cccs2)cc1` in the list: D3 ag: 0; HEK293 tox: 3%; DRD3 antagonist: -20; GLP1R inv ag: ?; IL2 activator: -0.3; PLK1 PBD inh: -10%; GLP-1R agonist: -2%; WRN inhibitor: -6%; PI5P4K alpha inh: -16

(continued)
No. | Compound | D3 ag | HEK293 tox | DRD3 antagonist | GLP1R inv ag | IL2 activator | PLK1 PBD inh | GLP-1R agonist | WRN inhibitor | PI5P4K alpha inh
11 | Cc1nc(SCC(=O)Nc2ccnc3ccccc23)n[nH]1 | 2 | -2% | 34 | -29% | 5.4 | -1% | -10% | 10% | ·
12 | C[C@H](CO)N1C[C@H](C)[C@@H](CN(C)Cc2ccccc2)Oc2ccc(NC(=O)Cn3cnnn3)cc2C1=O | 11 | -7% | 20 | 9% | 0.7 | -2% | -2% | -1% | -1
13 | CCOc1ccc(/C=c2\sc3nc(-c4ccco4)nn3c2=O)cc1OCC | 3 | 2% | 26 | 1% | -2.5 | -26% | -32%[inhibitor] | ? | -18
14 | O=C(CSc1n[nH]c(-c2ccccc2)n1)Nc1ccc(N2CCOCC2)cc1 | -4 | -1% | -12 | 67%[activator] | -1.6 | ? | 2% | 11% | 2
15 | Nc1ncnc2c1ncn2[C@@H]1O[C@H](CN2CCCS2(=O)=O)[C@@H](O)[C@H]1O | 1 | -4% | 22 | 5% | -0.5 | -9% | -1% | 4% | 3
16 | Cc1nnc(SCC(=O)N2c3ccccc3CC2C)[nH]c1=O (stereo not given) | 0 | -4% | 8 | 1% | -1.9 | -7% | -8% | -11% | -8
17 | Cc1nc2nc(C)c(NS(=O)(=O)c3ccc(Cl)cc3)c(=O)n2[nH]1 | 6 | -9% | -15 | 0% | -0.6 | 1% | 4% | 6%[57.1 µM] | -1
18 | Cc1ccc2[nH]c(=O)c(C(c3nnnn3C3CCCC3)N(Cc3cccnc3)Cc3ccco3)cc2c1 (stereo not given) | 2 | 0% | 4 | 3% | 0.4 | -1% | -2% | -13% | 0
19 | CC1=C(C)CC(C(=O)NCCc2ccccc2)C(C(=O)O)C1 (stereo not given) | 12 | 4% | 28 | 1% | -1.1 | 1% | 4% | 1% | 0
20 | O=S(=O)(Nc1ncccn1)c1ccc(Cl)cc1 | 8 | -8% | 4 | -3% | 0.1 | -5% | -2% | -6% | -2
21 | OCCC1CN(C2CCN(c3ccccc3F)CC2)CCN1Cc1ccccc1 (stereo not given) | -20 | 4% | -103* | -20% | -0.1 | -6% | 7% | 4% | 2
22 | COc1ccc(CCNC(=O)CSc2nc3c(sc(=S)n3-c3ccccc3)c(=O)[nH]2)cc1OC | -5 | -2% | -26 | 2% | -1.8 | -7% | -1% | 1% | -18
23 | O=C(NN=C1CCCCCC1)c1cccs1 | -9 | -5% | 4 | 42%[activator] | -2.0 | 1% | -1% | -1% | 0
24 | Cc1ccc(C(=O)NC(=S)N2CC(C)OC(C)C2)cc1[N+](=O)[O-] (stereo not given) | -12 | -5% | 10 | -24% | 2.8 | 0% | -18% | -7% | ·
25 | Cn1cccc1CC(=O)N/N=C/c1cccc2ccccc12 | -2 | -12% | -7 | ? | 5.5 | -7% | 5% | -26% | -5
26 | O=C(Nc1cc(N2CCOCC2)ncn1)c1ccccc1 | -1 | 63%[activator] | -16 | 4% | 0.5 | -3% | 17% | -2% | 0
27 | CC(C)CC(NC(=O)C1CCC(C)CC1)C(=O)Nc1ccc2c(c1)OCCO2 (stereo not given) | 5 | -3% | 15 | ? | -2.0 | -2% | 0% | -2% | 11
28 | COc1cc(/C=N/NC(=O)c2cc3ccccc3cc2O)ccc1OCCN1CCCCC1 | -22 | -13% | -7 | 6% | -3.4 | 1% | -1% | -28% | -20
29 | CN(CCc1ccccn1)C(=S)Nc1ccc(Cl)c(Cl)c1 | -8 | -2% | 4 | ? | -0.6 | -6% | 12% | -2%[57.1 µM] | 14
30 | CCOc1nc(SC(C(C)=O)C(=O)Nc2ccccc2)nc(N(C)C)n1 (stereo not given) | -15 | -11% | ? | 7% | 0.5 | ? | -5% | 4% | 3
31 | CC(=O)Nc1ccc(S(=O)(=O)Nc2nc3ccccc3s2)cc1 | -1 | 9% | ? | 4% | -2.7 | -7% | 0% | -8% | -2
32 | O=C(CSc1nnc(NC(=O)c2cccc(F)c2)s1)NC1CCCC1 | 15 | -25% | -4 | -3% | -0.8 | -5% | 0% | -7% | -9
33 | O=C(NCC(c1ccco1)N1CCCC1)c1ccc(Cl)cc1 (stereo not given) | -2 | -11% | -67* | ? | -1.9 | 1% | -9% | 3% | -2
34 | CCOC(=O)C1=C(Nc2ccccc2)CC(C)(O)C(C(=O)OCC)C1c1ccc(Br)cc1 (stereo not given) | 5 | 3% | 64 | ? | -0.7 | -2% | 0% | -9% | 13
35 | CCC12CN3CC(CC)(CN(C1)C3c1ccc(OC(C)C)cc1)C2=O (stereo not given) | 2 | 4% | -14 | ? | -0.5 | -4% | -3% | -4% | 2
36 | Cn1c(=O)c2c(ncn2CC(=O)N2CCOCC2)n(C)c1=O | 1 | 0% | -13 | -1% | -0.6 | 3% | 6% | 0% | -7
37 | CCC1CCCCN1C(=S)NC(=O)c1cccs1 (stereo not given) | 6 | -7% | -14 | 18% | -0.3 | -13% | 7% | -9% | -5
38 | C=CCn1c(SCCN2CCCCC2)nc2c1c(=O)[nH]c(=O)n2C | -5 | -20% | 2 | -8% | -0.9 | -8% | -4% | -5% | 9
39 | CCC(=O)NC(C)C(c1cccs1)N1CCN(Cc2ccccc2)CC1 (stereo not given) | -5 | 9% | -11 | -1% | -0.1 | -11% | -5% | -3% | 0
40 | CCN(c1ccccc1)S(=O)(=O)c1ccc(Cl)c(NC(=O)CSc2nncn2C)c1 | -1 | 15% | 20 | 6% | -0.3 | -2% | 7% | 3% | -11
41 | CC(=O)c1ccc(S(=O)(=O)N2CCN(C(=O)c3ccccc3Cc3ccccc3)CC2)cc1 | -2 | 8% | -4 | 16% | -3.1 | -8% | -8% | -6% | -15
42 | CCOC(=O)c1[nH]c2ccc(C)cc2c1N=C(C)N(C)C | 4 | 6% | 26 | -2% | -1.1 | 0% | -2% | -6% | 4
43 | Cc1onc(-c2ccccc2)c1C(=O)NNC(=S)NC(=O)c1ccc(Br)cc1 | -18 | 3% | -26 | -17% | -0.1 | -25% | -20% | 5% | -25
44 | N#Cc1ccc(-c2nc3c(Cl)cc(C(F)(F)F)cn3c2Cc2ccccc2C(F)(F)F)cc1 | 2 | 5% | 9 | 5% | -1.1 | 2% | -4% | 0% | 4
45 | O=C(COC(=O)Cc1ccc(Cl)cc1)NCc1ccc2c(c1)OCO2 | -15 | 18% | -7 | 5% | -1.3 | -3% | 1% | 4% | 7
46 | O=C1c2ccccc2C(=O)N1Cc1cccnc1 | -10 | 6% | -10 | 11% | -0.1 | -6% | 10% | 0% | -10
47 | CCOC(=O)Nc1nn(-c2ccc(C)cc2)c(=O)c(C#N)c1C | -1 | -5% | 0 | -10% | -2.0 | 10% | 5% | 13% | -4
48 | COc1ccc(COCC(O)CN2CC(C)OC(C)C2)cc1OC (stereo not given) | 17 | -4% | -154* | 0% | 2.4 | 1% | 0% | 1% | ·
49 | CCOc1ccc(OCC(=O)Nc2cc3c(cc2C(=O)O)OCCCO3)cc1 | 4 | 1% | 2 | 4% | -0.1 | ? | -4% | 2% | -11
50 | CCOC(=O)c1sc(C)c2c1NC(C)(c1cccc3ccccc13)NC2=O (stereo not given) | 1 | -13% | -14 | ? | 0.6 | -5% | 12% | -5% | -3
51 | COc1cc(C(CCN2CCCC(C)C2)c2c(OC)cc(OC)c3c(-c4ccccc4)cc(=O)oc23)cc(OC)c1OC (stereo not given) | -30 | -7% | -51* | ? | -2.5 | 2% | 15% | -5% | 0
52 | O=C(NC(=S)Nc1cccc(S(=O)(=O)NC2=NCCC2)c1)c1cc(-c2ccco2)nc2ccccc12 | -24 | ? | -18 | ? | 0.1 | ? | 26% | ? | -50*
53 | CCOc1ccccc1-n1c(CN2CCN(C(=O)c3ccco3)CC2)nc2ccccc2c1=O | 13 | -28% | 13 | 0% | -3.3 | -6% | -3% | -3% | ·
